Screening results deposited in PubChem by several laboratories.
SR-BI HDL uptake = mouse SR-BI HDL lipid transfer inhibition; Q61009; ldlA[mSR-BI] CHO cells, DiI-HDL uptake fluorescence, 3 h; inhibition, % at 12.5 µM; 320,000 compounds, 0.96% hits; AID 488896;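 active means mean replicate inhibition of at least 70% and a set share of replicates each scoring 70 or more; inconclusive means meets just one of the two criteria; inactive means fails both criteria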;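 further: 0% = median of neutral control wells and 100% = median of positive control wells; values of inactives mirror those of a sister screen read the other way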
SR-BI uptake up = activators of SR-BI mediated HDL lipid uptake; AID 504775; CHO ldlA[mSR-BI] cells, DiI-HDL uptake fluorescence, 3 h; 100 = double the neutral-control signal; 320,000 compounds, 0.096% hits; activation, % at 12.5 µM;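 active means mean replicate activation of at least 60% and every replicate at or above 60%; inconclusive means mean or all-replicate condition met, but not both; inactive means mean below 60% and not all replicates reaching 60%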;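 further: 0% = median plate neutral-control signal and 100% = twice that signal; values of inactives mirror those of a sister screen read the other way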
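System: LDL receptor-deficient CHO ldlA cells overexpressing murine SR-BI | Timing: 3 h uptake period with compound, 37 °C | Medium: HEPES-buffered (25 mM, pH 7.4) F12 plus 0.5% BSA | Dosing: Single-point compound dose | Signal: Bottom-read fluorescence, 550/595 nm | Read-out: Retained DiI signal reflecting DiI-HDL uptake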
Wnt bcat act = activates Wnt/beta-catenin signaling in a reporter cell assay; activator, plate reader; activation, % at 9.35 µM; 300,000 compounds, 1.2% hits; AID 743398; in the data active means activation above about 30%, passing the limit was not always enough; inconclusive means no clear call, values can overlap the other calls;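 further: 0% = neutral control wells and 100% = positive control wells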
HTR5A ag ctr = counter-screen for OPRM1-OPRD1 agonists: human HTR5A agonism; P47898; activation, % at 9.3 µM; HTR5A agonist assay, luminescence, cell-based; 340,000 compounds, 0.61% hits; in the data active means activation mostly above about 9.5%, no sharp cut-off; inactive means mostly below about 7.6%;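 further: 0% = cells with vehicle only and 100% = reference agonist; strong numbers were not always called active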
RTF Ca sens act = cardiac RTF calcium sensitization | 340,000 compounds, 0.24% hits | IANBD-labeled TnC RTF fluorescence at EC20 calcium; 0% EC20 calcium, 100% full calcium | P19429+P45379 | activation, % at 7.2 µM;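 active means activation above the mean over all tested compounds plus 3 SD, cut at about 30% in these data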;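 further: rise in fluorescence read as greater calcium sensitivity of cardiac thin filaments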
dFosB activator = enhances mouse delta FosB homodimer DNA binding. P13346. purified delta FosB, TAMRA-CDK5 oligo fluorescence polarization; percent of positive-control signal above neutral wells. activation, % at 25 µM. 340,000 compounds, 0.99% hits. AID 493131;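 active means mean activation above about 17%, with every replicate also reaching it, limit read from the data, passing the limit was not always enough; inconclusive means only one of the two conditions met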;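 further: fluorescence polarization rise as delta FosB binds a TAMRA Cdk5 AP-1 oligo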
Target sequence (P13346 whole entry, looked up): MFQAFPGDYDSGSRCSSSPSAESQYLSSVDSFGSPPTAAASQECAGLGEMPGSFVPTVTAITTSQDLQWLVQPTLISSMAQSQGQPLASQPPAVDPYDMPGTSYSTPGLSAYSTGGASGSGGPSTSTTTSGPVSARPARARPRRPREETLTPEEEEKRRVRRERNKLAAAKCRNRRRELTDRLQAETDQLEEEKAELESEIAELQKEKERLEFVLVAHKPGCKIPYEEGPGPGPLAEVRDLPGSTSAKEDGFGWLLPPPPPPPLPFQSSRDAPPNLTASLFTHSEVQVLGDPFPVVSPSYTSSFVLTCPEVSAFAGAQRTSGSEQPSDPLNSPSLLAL
CDK5 inh = blocks human CDK5/p35 kinase activity | Q00535+Q15078 | Recombinant CDK5/p35, ADP-Glo luminescence, 60 min | inhibition, % at 10 µM | 330,000 compounds, 0.01% hits;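 active means highest replicate inhibition of at least 50% and at least 75% of replicates reaching 50%; inconclusive means only one of the two criteria met; inactive means both criteria failed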;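 further: plate controls were DMSO neutral control for no effect and GW8510 at 10 µM for full effect; many of its hits are not listed in these tables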
Target sequence (Q00535 whole entry, looked up): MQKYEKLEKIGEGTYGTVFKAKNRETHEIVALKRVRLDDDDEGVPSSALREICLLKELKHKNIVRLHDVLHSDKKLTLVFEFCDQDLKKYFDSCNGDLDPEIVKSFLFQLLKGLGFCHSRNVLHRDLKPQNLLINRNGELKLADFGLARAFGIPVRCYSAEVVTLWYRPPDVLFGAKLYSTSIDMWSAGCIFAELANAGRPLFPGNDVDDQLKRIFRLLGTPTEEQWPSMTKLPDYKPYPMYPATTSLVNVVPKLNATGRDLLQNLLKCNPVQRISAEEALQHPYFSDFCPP
Target sequence (Q15078 whole entry, looked up): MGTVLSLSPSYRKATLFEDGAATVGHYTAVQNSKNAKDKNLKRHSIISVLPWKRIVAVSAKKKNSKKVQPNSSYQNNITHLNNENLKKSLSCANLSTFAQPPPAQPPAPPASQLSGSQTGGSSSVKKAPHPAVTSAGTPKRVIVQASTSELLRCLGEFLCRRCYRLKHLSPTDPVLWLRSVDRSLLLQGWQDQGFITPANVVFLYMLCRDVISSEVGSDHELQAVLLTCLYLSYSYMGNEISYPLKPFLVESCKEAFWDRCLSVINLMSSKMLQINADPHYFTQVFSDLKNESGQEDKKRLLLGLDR
PvdQ inh = blocks Pseudomonas aeruginosa PvdQ acylase activity; purified PvdQ acylase, fluorescence plate reader; inhibition, % at 10 µM; 340,000 compounds, 0.063% hits; AID 488965; in the data active means inhibition above about 30%, passing the limit was not always enough; inconclusive means no clear call, values can overlap the other calls;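 further: 0% = vehicle neutral wells and 100% = reference inhibitor wells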
MITF TRPM1 HTS = activators of MITF-driven TRPM1 promoter activity in SK-MEL-5 cells | activation, % at 12.5 µM | 300,000 compounds, 0.75% hits | SK-MEL-5 TRPM1-promoter luciferase, 24 h; % of positive control, neutral wells = 0;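 active means mean activation of at least 80% with every replicate also reaching 80%; inconclusive means mean reaches 80% but some replicate falls short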;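 further: 0% = neutral control wells and 100% = parthenolide positive control wells; values of inactives mirror those of a sister screen read the other way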
Rtt109 Vps75 = blocks Candida albicans Rtt109/Vps75 acetyltransferase activity. purified Rtt109/Vps75, ThioGlo CoA-SH fluorescence, 4 h. inhibition, % at 34.9 µM. 330,000 compounds, 0.16% hits;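 active means inhibition of at least 50% in every replicate; inconclusive means best replicate reaches 50% inhibition but some replicates fall short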
* hit, by the source's call; ? = inconclusive; . = not tested or not shown.

SMILES	SR-BI HDL uptake	SR-BI uptake up	Wnt bcat act	HTR5A ag ctr	RTF Ca sens act	dFosB activator	CDK5 inh	PvdQ inh	MITF TRPM1 HTS	Rtt109 Vps75
CC1(C)CC(=O)C=C(c2cccc(Cl)c2O)C1	-1	1	0	3	-6	6	-0.2	1	0	0
COC(=O)c1ccc(NC(=O)CN2CCN(c3ccccc3C)CC2)cc1	-14	14	-2	1	2	-7	3.4	3	6	0
COc1ccc(OCC(=O)OCC(=O)c2ccc(OC)c(F)c2)cc1	-25	25	-2	-1	-2	5	-0.9	-5	-5	4
N=C1C(c2nc(-c3ccc(Cl)cc3)cs2)=C(O)CN1CCCN1CCOCC1	21	-21	.	3	5	-6	0.8	-14	20	-4
Cn1nc(-c2ccccc2)c(/C=N/O)c1Cl	-16	16	-13	-2	0	-3	0.0	0	-7	-4
O=C(c1cccc(F)c1)N1CCN(Cc2cccc(Br)c2)CC1	14	-14	-1	2	3	2	-0.4	-13	4	0
CC1CC(C)CN(S(=O)(=O)N2CCCC(C(=O)NCCc3ccc(Cl)cc3)C2)C1 (stereo unspecified)	27	-27	2	2	1	-17	.	-8	1	2
CC1CCCCN1S(=O)(=O)c1ccccc1[N+](=O)[O-] (stereo unspecified)	-15	15	-1	-3	0	-3	-0.1	-8	4	-2
CCOC(=O)c1ccccc1Oc1c(F)c(F)nc(NCCO)c1F	0	0	.	-1	-3	-10	-0.8	-11	3	-7
Cc1ccc(C)[n+](CC(=O)c2ccc(-c3ccccc3)cc2)c1	-6	6	-3	-2	4	-5	0.7	15	-13	24
COc1ccc(NC(=O)CCC(=O)c2ccc(-c3ccccc3)cc2)cc1	4	-4	.	-2	12	-5	2.8	-16	-4	5
Cn1c(SCC(=O)c2ccccc2)nnc1-c1cccnc1	-16	16	5	-4	1	3	0.2	-15	.	.
CN(C)CCCN(C(=O)c1ccco1)c1nc2ccc(F)cc2s1	-7	7	4	4	-3	-14	1.1	-8	-5	6
COCc1nc2ccccc2n1Cc1ccccc1	4	-4	.	4	-8	-7	-0.1	-3	16	-8
CCc1nnc(NC(=O)CSC(=S)N2CCOCC2)s1	2	-2	2	-2	-2	-9	0.5	-16	15	-11
CN[C@H]1CCc2cc(OC)c(OC)c(OC)c2-c2ccc(OC)c(=O)cc21	-9	9	-23	1	2	0	1.2	5	-39	17
COc1cccc(NCc2cc3c(C(C)(C)C)nn(-c4ccccc4)c3[nH]c2=O)c1	-6	6	2	8	-1	-9	-0.8	8	-4	4
COc1cc(NC(=O)CSc2ccc(-c3ccco3)nn2)cc(OC)c1	5	-5	2	7	-7	-12	-0.8	-12	-3	-1
Cc1ccccc1OCC(=O)NC1CCCCCCC1	.	.	7	1	-3	0	-0.3	1	35	-7
CC1(C)CC(NC(=O)c2ccc(-c3ccc([N+](=O)[O-])cc3)o2)CC(C)(C)N1	53	-53	0	0	2	-5	-1.4	10	12	9
Cc1ccc(C(=O)NC(=S)NNC(=O)COc2ccc([N+](=O)[O-])cc2)cc1	-2	2	1	-2	2	-5	3.4	-5	-9	9
COc1ccc(OC)c2sc(N3CCc4ccccc4C3)nc12	58	-58	7	-3	0	-6	0.1	-6	33	3
Cc1cccc(OCC(=O)NCCN2CCOCC2)c1	-6	6	.	1	1	-12	0.8	-12	12	4
Cc1cc(C)nc(N2CCC(C(=O)NCc3cccc(C(F)(F)F)c3)CC2)n1	.	.	.	-1	6	-5	-0.1	-15	-5	-1
CC(C)[C@H](NC(=O)c1ccccc1)C(=O)NC1=NCCS1	-20	20	-5	2	1	6	-1.3	-21	-4	3
COc1cc(SC)ccc1C(=O)OCc1nc2ccsc2c(=O)[nH]1	-6	6	4	0	-8	0	-1.3	-5	25	-1
C[C@H](CO)N1C[C@H](C)[C@@H](CN(C)S(=O)(=O)c2cccs2)Oc2ccc(NC(=O)c3ccncc3)cc2C1=O	17	-17	-2	-2	3	-12	-1.5	-14	15	3
CCOC(=O)c1c(CN2CCN(C)CC2)oc2ccc(OC)cc12	-16	16	1	8	5	-9	0.0	3	-4	-2
O=C(CSC(=S)N1CCOCC1)Nc1nccs1	.	.	2	2	3	6	1.4	9	-3	.
COC(=O)c1ccc(Cl)cc1N(Cc1c(F)cccc1Cl)S(C)(=O)=O	.	.	1	-1	0	0	0.4	-19	.	5
NS(=O)(=O)c1cccc(NS(=O)(=O)c2cccc(C(F)(F)F)c2)c1	-21	21	-1	-2	-1	2	0.5	-11	.	4
CCN1C(=O)C(NC(C)=O)c2cc(OC)ccc21 (stereo unspecified)	-3	3	.	-11	3	-2	-2.6	-14	-10	-1
O=C(CSc1ccccc1)Nc1ccc2c(c1)OCO2	-9	9	23	7	0	-1	1.2	-15	89*	-2
Cc1noc(C)c1NC(=O)N(C)C[C@@H]1Oc2c(NC(=O)c3ccncc3)cccc2C(=O)N([C@H](C)CO)C[C@@H]1C	-9	9	6	-2	2	7	-0.7	-7	7	4
CCc1nnc(NC(=O)c2cccc(S(=O)(=O)N(C)c3ccccc3)c2)s1	-14	14	-1	9	5	-8	0.9	8	.	6
CNC(=O)c1c(NC(=O)C2=COCCO2)sc2c1CCC(C)C2 (stereo unspecified)	61	-61	4	-4	-4	5	0.0	-11	51	-2
COc1ccc(NC(=O)C2CC(c3ccccc3Cl)=NO2)cc1 (stereo unspecified)	12	-12	7	1	-1	-10	0.4	-5	.	3
CN(Cc1cccs1)C(=O)c1cccc(S(=O)(=O)N2CCCCCC2)c1	-2	2	0	-1	-1	1	-3.5	-12	-3	1
CCOc1cc(C=O)ccc1OCC(N)=O	13	-13	-1	3	5	-3	0.3	-12	.	-24
Cn1c(C(C#N)C(=O)c2ccco2)nc2ccccc21 (stereo unspecified)	.	.	2	2	2	-14	-1.1	-1	5	-2
CCCn1nnnc1SCC(=O)N1CCCC1	-81	?	-4	-3	-4	-9	.	-6	9	-6
CC(C)C(NC(=O)Nc1ccccc1)C(=O)Nc1cccc(S(=O)(=O)N(C)C)c1 (stereo unspecified)	-3	3	-1	8	0	-9	2.9	1	-3	-4
CCn1ccc(C(=O)Nc2ccsc2C(=O)OC)n1	-7	7	5	2	-3	-34	-0.2	0	-10	-4
COc1cc2ccccc2cc1C(=O)NC(=S)Nc1cccc(C(=O)O)c1	-10	10	6	.	.	-21	-0.1	8	15	-11
CCCCn1c(N)c(N(CCOC)C(=O)C2CCN(S(=O)(=O)c3ccc(Cl)cc3)CC2)c(=O)[nH]c1=O	-18	18	-1	-6	-3	-8	0.1	-8	1	5
N#Cc1c(C(F)(F)F)cc(-c2ccccc2)nc1SCCN1CCOCC1	7	-7	1	-3	0	-15	-3.4	-1	-24	-6
COc1ccc(S(N)(=O)=O)cc1C(N)=O	-5	5	-4	2	4	2	-2.1	-8	-5	-1
O=C(OC(C(=O)NC1CCCCC1)c1ccccn1)c1cccs1 (stereo unspecified)	2	-2	.	3	0	5	-0.9	8	5	-8
O=C(Cc1ccc([N+](=O)[O-])cc1)N1CCCc2ccccc21	17	-17	-6	-1	-6	-14	-0.1	-10	-12	1
CCOC(=O)c1cc2c(ccn2-c2ccc(F)cc2)n1CC(=O)N(CC)CC	33	-33	-1	2	4	-22	0.3	-6	5	7
CCN(CC(=O)NCCc1ccc(S(N)(=O)=O)cc1)Cc1nc2cc(OC)c(OC)cc2c(=O)[nH]1	-23	23	.	-7	-2	1	0.9	2	-13	0
COc1ccc(CNC(=O)CCn2c(=O)[nH]c3ccccc3c2=O)cc1	-19	19	-2	-2	2	-1	2.0	7	-8	-5
CC(O)CNc1nc2sc3c(c2c(=O)n1Cc1ccco1)CCCCC3 (stereo unspecified)	-14	14	2	2	1	-12	-1.6	0	.	5
COc1cc(NS(=O)(=O)c2ccc(NC(=O)c3cccnc3)cc2)ncn1	-5	5	0	0	-1	-9	-1.2	-17	7	0
O=C(C[n+]1ccccc1)N/N=C/c1cccc(Cl)c1Cl	-8	8	-1	4	-5	-1	-2.6	-7	.	-2
COCCCNC(=S)N/N=C/c1ccc(OC)cc1	9	-9	1	.	.	-4	0.7	-1	.	7
CC(=O)N(c1ccccc1)C1CCCC1	-5	5	-1	1	4	0	.	-3	-3	-8
CCc1ncc(CN2CCCC(C(=O)Nc3ccc(-c4cscn4)cc3)C2)cn1 (stereo unspecified)	-1	1	-1	-2	-1	-2	0.9	3	-7	-4
O=C1CSC(c2cn(-c3ccccc3)nc2-c2ccc3c(c2)OCCO3)N1CCN1CCOCC1 (stereo unspecified)	-14	14	.	-3	-6	-1	-0.9	-5	1	2
Cn1c(=O)n(C)c2cc([N+](=O)[O-])c(N3CCN(C(=O)c4ccc(Cl)cc4)CC3)cc21	-10	10	-1	-5	6	-1	-7.7	-11	-4	9

Remaining list, next part
SMILES	SR-BI HDL uptake	SR-BI uptake up	Wnt bcat act	HTR5A ag ctr	RTF Ca sens act	dFosB activator	CDK5 inh	PvdQ inh	MITF TRPM1 HTS	Rtt109 Vps75
CC(c1nnc(Sc2nnnn2-c2ccccc2)n1-c1ccc(F)cc1)N(C)C (stereo unspecified)	5	-5	-1	8	8	-9	-4.1	-21	3	-5
CCN1CCN(CCCNC(=O)Cn2cc3c(n2)CCCC3)CC1	-22	22	-1	-2	2	2	1.7	-18	-5	-11
Cc1ccccc1NC(=O)c1cnc2ccccn2c1=O	1	-1	.	5	-2	-3	2.4	-7	-9	1
COCCNC(=O)C(c1ccc(F)cc1)N(C(=O)CCC(=O)Nc1ccccn1)c1cccc(C)c1 (stereo unspecified)	-19	19	-1	-1	-2	-8	0.2	11	-4	-5
CCOc1cc(NS(=O)(=O)c2ccc(Cl)cc2)c(OCC)cc1NC(=O)CC(C)C	19	-19	1	-1	-1	-7	-7.5	-9	-6	-3
O=C(NC1CCCCC1)c1ccc(-n2cnnn2)cc1	.	.	1	-1	2	-3	-0.5	-14	10	-7
CCOC(=O)C(C(=O)OCC)C(C)C#CCN1CCCCC1 (stereo unspecified)	-7	7	.	5	2	0	0.0	-19	5	-14
Cc1ccc(S(=O)(=O)c2ccccc2)cc1S(=O)(=O)N1CCOCC1	.	.	.	2	2	-6	0.2	0	.	0
COc1cc(-n2c(C)nc3cc(C(=O)N4CCOCC4)ccc32)cc(OC)c1OC	-1	1	.	2	-5	1	-0.7	-11	-1	-4
O=C(CSc1nncn1-c1ccccc1)N1CCCC1	.	.	-1	1	-4	4	-5.1	2	12	5
CC1CCCCN1CCCNC(=O)c1ccc2nc(N3CCCCC3)sc2c1 (stereo unspecified)	9	-9	12	3	-4	-4	-2.3	-5	.	1
Cc1nccn1CCCNC(=O)CC1C(=O)NCCN1Cc1ccccc1C(F)(F)F (stereo unspecified)	.	.	1	-5	-1	-3	-0.7	-4	11	4

Compounds were not picked by outcome. About 4.4% of those tested had a hit in this group.
